STAT1 act: increases IFN-gamma driven STAT1 reporter signal. NIH 3T3 STAT1-luciferase reporter, luminescence; 100% = IFN-gamma alone, no compound. activation (% of control), % at 5.5 µM. actives 2.6% (n = 200,000). AID 932;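 active = activation above the screen-wide mean activation plus 3 SD, cut at about 130% in these data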;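 also: raw ratio to IFN-gamma control signal so 100% means no change and 0% no light; values of inactives mirror those of a sister screen read the other way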
Diaphorase act: diaphorase activation or chemical reduction counter-screen. Diaphorase/resazurin coupled assay, resorufin fluorescence, 16 min; hits give high values; 1 = vehicle wells, 0 = NADH-free wells. activation factor at 20 µM. actives 0.005% (n = 190,000). AID 1229;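 active = diaphorase activity raised at least twofold by the compound at 20 µM; inactive = activation factor below 2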
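System – purified diaphorase enzyme from Clostridium kluyveri · Input – enzyme 0.07 U/mL final · Also added – final NADH 0.114 mM, resazurin 0.1 mM · Measured by – fluorescence of resorufin, 544 nm excitation, 590 nm emission · Timing – 16 min enzyme reaction, ambient temperature · Measure – resorufin increase flagging diaphorase activators or reducers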
APP 5'UTR act: APP 5'UTR luciferase reporter activation | actives 1% (n = 190,000) | SH-SY5Y APP 5'UTR luciferase reporter, luminescence; zero percent = DMSO vehicle wells | AID 1276 | activation, % at 2 µM;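 active = activation above a set limit, based on mean plus 3 SD of controls, cut at about 140% in these data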; also: values of inactives mirror those of a sister screen read the other way
Diaphorase inh: counter-screen for diaphorase-based assays: diaphorase inhibitors and chemical oxidizers; diaphorase resazurin-to-resorufin fluorescence, NADH, 16 min; bacterial (C. kluyveri) enzyme, not human; inhibition, % at 20 µM; actives 0.69% (n = 190,000); AID 1217;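 active = primary screen inhibition at 20 µM above a set limit, cut at about 50% in these data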;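 also: plate controls were DMSO with full reaction for no effect and wells lacking NADH for full effect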
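System: Diaphorase enzyme from Clostridium kluyveri | Amount: Enzyme working solution with 0.14 U/mL diaphorase | Benchmarks: No-NADH positive control and DMSO neutral control | Signal: Fluorescence of resorufin formed from resazurin, Ex 544/Em 590 nm | Schedule: 16-min room-temperature incubation before reading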
APP 5UTR inh: APP translation inhibition. actives 0.82% (n = 190,000). SH-SY5Y APP 5'UTR-luciferase reporter, luminescence. inhibition, % at 2 µM;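 active = inhibition above a set limit, derived from the sample mean plus 3 SD, cut at about 45% in these data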; also: values of inactives mirror those of a sister screen read the other way
FLuc stim CS: firefly luciferase counter-screen for stimulation assays | P08659 | ATPlite luciferase biochemical, luminescence, 10 min; 0 = ATP-free wells, 1 = DMSO control | activation factor at 10 µM | 200,000 tested, under 10 active;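 active = luciferase activation factor, scaled between plate controls, of at least 2 with compound at 10 µM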
Target sequence (P08659 whole entry, looked up): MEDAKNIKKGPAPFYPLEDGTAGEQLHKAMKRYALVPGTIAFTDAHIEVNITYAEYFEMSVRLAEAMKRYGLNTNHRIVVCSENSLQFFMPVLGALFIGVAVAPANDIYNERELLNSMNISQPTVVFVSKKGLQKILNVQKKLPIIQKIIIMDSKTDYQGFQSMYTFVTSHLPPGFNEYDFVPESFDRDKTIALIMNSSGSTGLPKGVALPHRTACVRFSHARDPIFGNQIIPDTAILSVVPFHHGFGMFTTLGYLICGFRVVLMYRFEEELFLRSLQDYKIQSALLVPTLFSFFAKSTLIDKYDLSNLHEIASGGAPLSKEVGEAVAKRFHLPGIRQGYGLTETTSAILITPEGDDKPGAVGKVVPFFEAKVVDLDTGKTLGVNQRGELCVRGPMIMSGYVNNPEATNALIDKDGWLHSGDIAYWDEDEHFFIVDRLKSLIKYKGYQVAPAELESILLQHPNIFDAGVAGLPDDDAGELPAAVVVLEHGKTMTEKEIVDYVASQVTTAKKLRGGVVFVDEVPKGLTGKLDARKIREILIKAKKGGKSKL
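Material: luciferase plus luciferin reagent, cell-free. Medium: PBS buffer for ATP. Also added: ATP substrate, dispensed from a 10.24 µM working solution in PBS. Doses: test compounds dosed from 2 mM stocks in 100% DMSO. Incubation: 10 min post-reagent at room temperature. Technique: light output (luminescence). Read-out basis: luminescence gain marking luciferase activators.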
TLR4-MyD88 BLA: blocks binding of human TLR4 to MyD88; O00206+Q99836; HeLa CL3-4 TLR4/MyD88 BLA complementation, FRET ratio; inhibition, % at 8.4 µM; actives 0.18% (n = 200,000); AID 861; in the data active = inhibition above about 25%;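 also: 0% = vehicle and 100% = reference inhibitor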
NF-kB expr up: compounds increasing NF-kB expression in human neuronal cells; NF-kB reporter expression; hits give high values; actives 1.6% (n = 190,000); fold change at 12.5 µM; AID 1239; in the data active = fold change above about 3.3
FLuc inh counter: Photinus pyralis luciferase inhibition counter-screen | AID 1006 | inhibition, % at 10 µM | P08659 | ATPLite firefly luciferase biochemical luminescence, 10 min | actives 1.5% (n = 200,000);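 active = inhibition above about 50% when tested at 10 µM, limit read from the data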
G6PDH counter: counter-screen for G6PDH assay hits: L. mesenteroides G6PDH inhibition; Purified L. mesenteroides G6PDH, diaphorase/resazurin coupled fluorescence, 45 min; inhibition, % at 5 µM; actives 0.12% (n = 200,000); AID 1020; in the data active = inhibition above about 50%
Starred values were filed as active, the others as inactive; / = no result given.

SMILES	STAT1 act	Diaphorase act	APP 5'UTR act	Diaphorase inh	APP 5UTR inh	FLuc stim CS	TLR4-MyD88 BLA	NF-kB expr up	FLuc inh counter	G6PDH counter
COc1ccc(C)cc1S(=O)(=O)N(CC(=O)O)c1ccc(C)cc1	101.0	0.9	-1.8	7.7	1.8	1	8.5	1.12	-4.7	-4.6
CC(C)CCNC(=O)NC(=O)COC(=O)CNC(=O)C1CCCCC1	104.7	1.2	0.8	-17.0	-0.8	1.1	10.7	1.07	-6.1	10.9
COc1ccc(Cn2c(=O)[nH]c3cc(C(=O)N4CCN(Cc5ccccc5)CC4)ccc3c2=O)cc1	97.8	0.8	3.9	24.9	-3.9	1	3.0	0.89	-4.0	1.4
CC1CCN(C(=O)Cn2c(=O)n(-c3ccc(F)cc3)c(=O)c3sccc32)CC1	83.2	0.8	21.3	16.7	-21.3	1.1	-13.1	1.06	-6.2	10.2
OC1(CNCc2cn[nH]c2-c2cc3ccccc3o2)CCCCC1	94.2	0.9	4.7	13.3	-4.7	1.1	11.2	1.34	-6.3	15.6
Cc1ccc(N2C(=O)c3ccc(N)cc3C2=O)cc1C	140.8*	0.8	34.1	15.6	-34.1	0.8	21.9	3.72*	18.9	-5.1
COc1ccc(Cc2nnc(SCC(=O)c3cccc([N+](=O)[O-])c3)n2C)cc1	98.7	0.9	5.2	10.0	-5.3	1.1	-10.1	0.87	-8.3	7.1
CC1=CCC2C(=O)N(C(C)c3ccccc3)C(=O)C2C1 (stereo unspecified)	98.0	1	-18.7	3.1	18.7	1.1	4.9	1.07	-5.0	0.8
O=C(OCc1nc2scc(-c3ccccc3)c2c(=O)[nH]1)c1cccc([N+](=O)[O-])c1	97.2	0.6	1.9	40.5	-1.9	1	-1.2	1.3	-3.8	-16.4
Cn1c(=O)c2c(nc(CN3CCc4ccccc4C3)n2Cc2ccccc2)n(C)c1=O	90.7	0.7	22.5	25.5	-22.5	1.1	12.9	1.33	-7.6	3.8
O=C(COc1ccc(S(=O)(=O)N2CCOCC2)cc1)NC1CCCC1	95.0	0.9	-9.4	7.9	9.4	1.1	-15.1	1.8	-5.6	0.6
O=c1oc(-c2cc3ccccc3o2)nc2sc3c(c12)CCCC3	112.5	0.8	225.9*	17.2	-225.9	0.6	1.0	1.2	35.2	3.9
Cc1ccc2[nH]c(C(=O)O)c(-c3ccccc3)c2c1	106.7	0.9	15.3	5.1	-15.3	1.1	-1.3	1.23	-5.6	3.3
CCOc1ccc2nc(SCC(=O)NC(=O)NCc3ccco3)sc2c1	114.0	0.9	-6.7	6.9	6.7	1.1	15.3	1.01	-6.6	4.0
C=CCN(C(=O)Nc1ccc2oc(C)nc2c1)c1ccccc1	124.9	0.9	11.6	8.7	-11.6	0.9	9.0	1.21	9.4	-4.1
Nc1ccc(-c2sc(N)nc2-c2ccccc2)cc1	94.5	0.8	11.9	20.2	-11.9	1.1	9.1	0.75	-6.5	-4.2
c1ccc(NCC2OCc3ccccc3CO2)cc1	136.0*	0.9	58.0	5.1	-58.0	0.9	-4.3	2.31	5.5	2.5
Cc1cc(=O)[nH]c(N2CCCC2)n1	98.7	0.9	-11.1	7.6	11.1	1	5.0	1.14	-0.1	2.1
Cc1cnc(C(=O)OCC(=O)N2CCc3ccccc3C2)cn1	103.8	0.8	1.6	17.7	-1.6	1	-3.4	1.22	-4.7	-4.8
S=c1[nH]nc(COc2ccccc2)n1/N=C/c1cccnc1	104.4	0.7	-3.9	28.6	3.9	1	-2.2	1.32	-0.3	-0.2
CS(=O)(=O)N(CC(=O)NCCSC1CCCCC1)c1ccccc1	96.0	0.9	14.1	8.1	-14.1	1.1	-9.7	1.05	-9.1	7.1
CC1CCCC(C)N1C(=S)SCC(=O)O (stereo unspecified)	107.1	0.9	24.4	6.9	-24.4	1	-4.3	0.97	-3.0	6.6
CN(c1ccc(C(=O)Nc2cccnc2)cc1)S(C)(=O)=O	101.8	0.9	7.9	7.0	-7.9	1.1	1.7	1.16	-5.4	6.2
CCOc1cc(/C=C2\SC(=N)N(c3nonc3N)C2=O)ccc1OCCN1CCOCC1	108.5	0.9	18.7	12.8	-18.7	1	-1.4	0.56	1.1	10.4
COc1ccc(/C=N/NC(=O)CNC(=O)c2ccc(S(=O)(=O)N3CCOCC3)cc2)cc1OC	109.5	1.1	-3.2	-5.4	3.2	1	-1.8	1.08	-0.2	6.5
O=C(CC1NCCc2ccccc21)Nc1ccc(Oc2ccccc2)cc1 (stereo unspecified)	98.0	1	4.3	0.3	-4.3	1.1	-5.4	1.28	-7.3	-2.1
CCOc1ccc(S(=O)(=O)Oc2ccc3ccccc3c2)cc1	98.3	0.9	-1.2	9.6	1.2	1.1	5.6	1.19	-7.4	-11.8
CC(=O)O[C@H]1C[C@@]2(C)[C@@H](C[C@@H](O)[C@H]3[C@@]4(C)CC[C@@H](O)[C@@H](C)C4CC[C@@]32C)/C1=C(\CCC=C(C)C)C(=O)O (stereo partly specified)	101.3	1	40.1	-3.9	-40.1	1	0.6	1.13	-2.3	15.2
O=C(CSc1nnc(NCc2ccccc2)s1)c1ccco1	106.1	0.9	0.9	13.7	-0.9	0.9	6.8	1.56	9.0	1.6
CCN(CC)CCCNC(=O)CCC(=O)NNc1nc2ccccc2c2nc(C)nn12	109.0	1.1	12.4	-6.1	-12.4	1	7.7	1.08	-2.1	3.0

6 compounds out of the list above, ordered by the number in APP 5'UTR act, largest number first.
Compound	STAT1 act	APP 5'UTR act	APP 5UTR inh	TLR4-MyD88 BLA	NF-kB expr up
CC(=O)O[C@H]1C[C@@]2(C)[C@@H](C[C@@H](O)[C@H]3[C@@]4(C)CC[C@@H](O)[C@@H](C)C4CC[C@@]32C)/C1=C(\CCC=C(C)C)C(=O)O (stereo partly specified)	101.3	40.1	-40.1	0.6	1.13
CC1CCCC(C)N1C(=S)SCC(=O)O (stereo unspecified)	107.1	24.4	-24.4	-4.3	0.97
CCOc1cc(/C=C2\SC(=N)N(c3nonc3N)C2=O)ccc1OCCN1CCOCC1	108.5	18.7	-18.7	-1.4	0.56
CS(=O)(=O)N(CC(=O)NCCSC1CCCCC1)c1ccccc1	96.0	14.1	-14.1	-9.7	1.05
CN(c1ccc(C(=O)Nc2cccnc2)cc1)S(C)(=O)=O	101.8	7.9	-7.9	1.7	1.16
CCOc1ccc(S(=O)(=O)Oc2ccc3ccccc3c2)cc1	98.3	-1.2	1.2	5.6	1.19

Next part.
SMILES	STAT1 act	Diaphorase act	APP 5'UTR act	Diaphorase inh	APP 5UTR inh	FLuc stim CS	TLR4-MyD88 BLA	NF-kB expr up	FLuc inh counter	G6PDH counter
C/C(N)=C(/C#N)C(=O)COC(=O)c1cc2c(s1)CCC(C)C2 (stereo unspecified)	124.4	0.9	8.5	7.2	-8.5	1	-1.3	1.55	0.7	-2.5
CC(C)Oc1ccc(C(=O)Nc2nnc(SCC(=O)N3CCOCC3)s2)cc1	81.2	0.8	88.0	20.4	-88.0	0	-14.9	1.1	97.2*	-25.1
COC(=O)c1c(NC(=O)CN2CCC(C)CC2)c2c(C)cccc2n1C	98.5	0.8	-4.3	22.4	4.3	1.1	-6.2	1.1	-5.4	4.6
c1cc2c(nn1)CCc1nonc1-2	102.9	0.9	13.2	5.7	-13.2	1	-0.5	1.17	-1.3	0.5
COC(=O)c1ccc(C2c3c(oc4cc(C)c(C)cc4c3=O)C(=O)N2CCCN(C)C)cc1 (stereo unspecified)	90.2	1.2	-0.7	-22.0	0.7	1.1	1.2	1.06	-6.7	6.9
FC(F)(F)c1cnc(NNC(=S)Nc2ccccc2Cl)c(Cl)c1	86.8	0.9	-7.3	7.7	7.3	1.1	-0.5	0.33	-8.3	-17.0
O=C(CNC(=O)c1ccccc1Cl)Nc1ccc(F)cc1	100.9	0.9	-3.1	5.4	3.1	1	2.2	1.21	-1.0	-6.4
COC(=O)c1cc(NC(=O)c2cccc(C(F)(F)F)c2)c(=O)oc1C	99.1	0.9	11.6	14.5	-11.6	1.1	3.4	1.15	-5.6	3.4
Cc1ccc(C(=O)O)cc1NC(=S)NC(=O)C(c1ccccc1)c1ccccc1	102.8	0.9	-2.5	12.7	2.5	1	5.7	0.94	2.3	9.1
N#Cc1nc(-c2ccc(OCc3ccccc3)cc2)oc1N1CCC(C(N)=O)CC1	104.4	1	-1.8	-4.8	1.8	1	0.5	1.11	0.5	1.1

Full records, looked up by structure. Order of screens: STAT1 act, Diaphorase act, APP 5'UTR act, Diaphorase inh, APP 5UTR inh, FLuc stim CS, TLR4-MyD88 BLA, NF-kB expr up, FLuc inh counter, G6PDH counter
c1ccc(NCC2OCc3ccccc3CO2)cc1 across the screens: 136.0*, 0.9, 58.0, 5.1, -58.0, 0.9, -4.3, 2.31, 5.5, 2.5
COc1ccc(Cn2c(=O)[nH]c3cc(C(=O)N4CCN(Cc5ccccc5)CC4)ccc3c2=O)cc1 across the screens: 97.8, 0.8, 3.9, 24.9, -3.9, 1, 3.0, 0.89, -4.0, 1.4

Remaining list, next part
SMILES	STAT1 act	Diaphorase act	APP 5'UTR act	Diaphorase inh	APP 5UTR inh	FLuc stim CS	TLR4-MyD88 BLA	NF-kB expr up	FLuc inh counter	G6PDH counter
O=C(COc1ccccc1)NNC(=O)c1cc2ccccc2oc1=O	98.4	1	11.2	1.1	-11.2	1.1	-5.2	1.64	-5.6	-7.7
CC(C)(C)C(=O)Nc1cccc(C(=O)Nc2cc(C(=O)O)cc(C(=O)O)c2)c1	91.0	0.9	4.7	7.6	-4.7	1.1	-1.0	1.1	-9.4	-1.3
O=C(COC(=O)c1ccncc1)Nc1cccc(Cl)c1	104.8	0.8	-1.0	21.0	1.0	1	8.8	1.07	1.8	5.1
Cc1[nH]c(=O)[nH]c(=O)c1S(=O)(=O)N1CCCC(C(=O)NCCc2ccccc2)C1 (stereo unspecified)	96.9	0.9	3.9	9.2	-3.9	1.1	5.5	1	-8.3	4.1
COc1cc(OC)cc(C(=O)N2CCC(C(=O)Nc3ccc4c(c3)OCCO4)CC2)c1	88.1	0.9	-6.5	8.8	6.5	1.1	1.1	0.9	-8.5	-2.3
COc1ccc(CNCCC(c2ccc(F)cc2)c2ccc(OC)cc2)cc1 (stereo unspecified)	104.2	1.1	18.8	-5.7	-18.8	1.1	-0.6	0.61	-9.1	3.1
Cc1cc(C)c2ccc3c(C)c(C)n(C)c3c2n1	107.2	1	-2.7	3.0	2.7	1.1	3.0	1.28	-5.6	-1.7
O=C(CSc1ncnc2c1cnn2CCc1ccccc1)Nc1cccc(C(F)(F)F)c1	100.7	0.8	3.5	21.6	-3.5	1.1	7.0	0.69	-6.6	6.6
CC(=O)/C(=N\Nc1ccc(C)cc1)Sc1nncn1C	100.6	0.9	13.0	10.4	-13.0	1	-5.8	1.06	-2.3	-2.7
CC1CC(NC(=O)Cc2ccc(Br)cc2)CC(C)(C)C1 (stereo unspecified)	96.5	0.9	3.5	13.4	-3.5	1.1	-5.4	0.89	-7.9	3.0
Cc1ccc(C(=O)NC(=S)Nc2ccc(Oc3ccc(Cl)cc3)cc2)cc1	99.7	1	0.7	3.0	-0.7	1.1	0.7	1.13	-5.7	1.2
CS(=O)(=O)N1CCn2c1nc1ccccc12	112.0	1.3	7.6	-28.8	-7.6	1.1	5.8	/	-6.1	12.4

Bioassay records as filed in PubChem.
